Screening results as filed in PubChem BioAssay.
Bcl-B Bim block = human Bim-Bcl-B interaction inhibition | bead-based flow cytometry, Bim peptide-Bcl-B binding | Q9HD36 | actives 0.073% (n = 190,000) | inhibition, % at 10 µM;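 note: 0% = tracer peptide without compound and 100% = reference inhibitor peptide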
Target sequence (Q9HD36 whole entry, looked up): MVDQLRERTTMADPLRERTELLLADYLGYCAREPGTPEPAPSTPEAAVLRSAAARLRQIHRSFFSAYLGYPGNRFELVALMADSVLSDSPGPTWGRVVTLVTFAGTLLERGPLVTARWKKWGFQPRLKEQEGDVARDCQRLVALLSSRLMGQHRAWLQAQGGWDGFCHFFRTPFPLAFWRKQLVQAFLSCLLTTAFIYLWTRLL
Bim-Bfl-1 = inhibitors of Bim-Bfl-1 interaction, human; Q16548; Bead-based flow cytometry, Bim-Bfl-1 binding inhibition; inhibition, % at 10 µM; actives 0.12% (n = 190,000); AID 1008;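 note: 0% = wells without compound plus tracer and 100% = blocker peptide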
Rab7 wt modul = alters GTP binding to wildtype dog Rab7 | GST-Rab7 beads, fluorescent GTP binding, flow cytometry; actives lie on both sides; untreated = 100%, excess cold GTP = 0% | GTP binding activity (percent of control), % at 10 µM | actives 0.055% (n = 190,000) | AID 758;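 active = fluorescent GTP binding to Rab7 beads changed by at least 20 points from the 100% baseline, either direction, mostly lower; inconclusive = compound itself probably fluorescent, or too few beads counted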;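 note: median green fluorescence of bound Bodipy-FL-GTP per Rab7 bead population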
Rab2A wt mod = changes GTP binding to wildtype dog Rab2A, up or down | AID 760 | GTP binding activity, % at 10 µM | actives 0.19% (n = 190,000) | GST-Rab2 wt beads, Bodipy-GTP binding, flow cytometry;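 active = GTP binding activity at least 20 points away from 100%, either lowered or raised; inconclusive = signal likely due to the compound's own green fluorescence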;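 note: 0% = beads with excess unlabeled GTP and 100% = no-compound control corrected for plate trend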
Bim-Bcl-2 = disrupts Bim peptide binding to human Bcl-2. AID 950. actives 0.06% (n = 190,000). P10415. inhibition, % at 10 µM. Bead-based flow cytometry, Bim peptide-Bcl-2 binding; in the data active = inhibition above about 40%; inconclusive = no clear call, values can overlap the other calls;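 note: 0% = no compound wells with probe peptide and 100% = reference peptide inhibitor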
Rac1 act GTP bind = modulators of GTP binding to human Rac1 activated mutant | actives 0.11% (n = 190,000) | P63000 | GST-Rac1 activated beads, fluorescent GTP binding, flow cytometry; actives lie on both sides; 100% means binding = to untreated wells | percent activity (GTP binding), % at 10 µM;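 active = GTP binding at least 20 percentage points away from the 100% baseline, in either direction, so actives lie on both sides; inconclusive = Compound likely fluorescent itself, or too few beads counted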
Bcl-XL Bim block = human Bim-Bcl-XL interaction inhibition; Q07817; Bim peptide-Bcl-XL binding, bead flow cytometry, fluorescence; inhibition, % at 10 µM; actives 0.04% (n = 190,000); AID 1007
Target sequence (Q07817 whole entry, looked up): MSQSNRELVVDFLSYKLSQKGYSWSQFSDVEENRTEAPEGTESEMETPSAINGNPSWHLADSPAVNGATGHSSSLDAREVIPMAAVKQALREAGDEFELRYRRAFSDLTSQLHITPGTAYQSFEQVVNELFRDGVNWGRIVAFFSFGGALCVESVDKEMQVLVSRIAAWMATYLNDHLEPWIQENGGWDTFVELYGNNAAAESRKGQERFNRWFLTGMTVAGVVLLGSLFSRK
Cdc42 wt GTP = modulators (inhibitors or activators) of GTP binding to human Cdc42 wildtype; actives 0.2% (n = 190,000); percent activity (GTP binding), % at 10 µM; GST-Cdc42 beads, Bodipy-GTP binding, flow cytometry; actives lie on both sides;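 active = percent activity GTP binding at least 20 points away from the 100% baseline, either down as inhibitor or up as activator; inconclusive = compound flagged as likely green fluorescent from well-wide comparison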;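 note: median bead fluorescence of bound Bodipy-FL-GTP at 100 nM; 0% = excess unlabeled GTP control and 100% = no compound control; below 100% means less GTP binding so inhibitor and above means activator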
Target sequence (P60953 whole entry, looked up): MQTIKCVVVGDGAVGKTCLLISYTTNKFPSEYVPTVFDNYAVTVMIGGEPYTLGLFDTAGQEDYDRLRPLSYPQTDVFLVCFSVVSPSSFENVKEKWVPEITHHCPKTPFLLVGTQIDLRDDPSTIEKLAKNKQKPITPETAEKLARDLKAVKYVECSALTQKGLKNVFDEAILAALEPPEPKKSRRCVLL
Rac1 wt modul = human Rac1 wildtype GTP binding, inhibitors and activators; P63000; GST-Rac1 beads, fluorescent GTP binding, flow cytometry; actives lie on both sides; 0 = cold GTP competed, 100 = untreated; GTP binding activity (% of control), % at 10 µM; actives 0.27% (n = 190,000);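 active = GTP binding activity at least 20 points away from the 100% control level, either lower or higher; inconclusive = compound flagged as likely green fluorescent, judged across all proteins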
HRas wt GTP bind = human HRas wildtype GTP binding, change in either direction; P01112; GST-Ras wt beads, Bodipy-FL-GTP binding, flow cytometry; actives lie on both sides; GTP binding activity, % at 10 µM; actives 0.14% (n = 190,000); AID 759;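 active = GTP binding activity at least 20% away from the 100% baseline, either lowered as inhibitor or raised as activator; inconclusive = flagged as likely green fluorescent, judged across all proteins in the well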;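 note: 0% = unlabeled GTP competition control and 100% = no-compound control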
Target sequence (P01112 whole entry, looked up): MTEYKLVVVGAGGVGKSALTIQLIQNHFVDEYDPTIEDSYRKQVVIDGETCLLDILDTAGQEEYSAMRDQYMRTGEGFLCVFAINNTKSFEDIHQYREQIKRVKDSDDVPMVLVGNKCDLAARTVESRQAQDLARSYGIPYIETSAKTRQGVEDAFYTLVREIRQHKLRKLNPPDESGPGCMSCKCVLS
Bcl-W Bim block = disrupts Bim peptide binding to human Bcl-W. Q92843. bead-based flow cytometry. inhibition, % at 10 µM. actives 0.02% (n = 190,000). AID 952;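 note: 0% = bound tracer without compound and 100% = peptide blocker; higher means less fluorescent Bim peptide bound to Bcl-W beads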
Target sequence (Q92843 whole entry, looked up): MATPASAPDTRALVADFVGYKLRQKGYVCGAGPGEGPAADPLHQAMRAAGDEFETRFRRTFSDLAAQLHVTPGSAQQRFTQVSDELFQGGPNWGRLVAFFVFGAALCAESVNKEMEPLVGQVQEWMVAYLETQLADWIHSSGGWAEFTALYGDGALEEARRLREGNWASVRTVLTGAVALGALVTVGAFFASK
* marks the source's active call; other numbers are inactive results; ? = inconclusive; [ ] = remark or other dose. Cut-off read from the data, not from the text of the source, unless noted: active = inhibition above about 40%.

SMILES	Bcl-B Bim block	Bim-Bfl-1	Rab7 wt modul	Rab2A wt mod	Bim-Bcl-2	Rac1 act GTP bind	Bcl-XL Bim block	Cdc42 wt GTP	Rac1 wt modul	HRas wt GTP bind	Bcl-W Bim block
COc1ccc(N=Cc2c(O)cc(C)oc2=O)cc1	0	-4	100	96	0	96	-3	99	97	96	-1
O=C(NCc1ccco1)c1c(O)c2cccc3c2n(c1=O)CCC3	-7	-10	98	98	-2	98	-8	100	103	99	-8
CCCCc1cc(O)c(CCCC)c(O)c1	-2	-2	102	100	-5	99	0	101	102	101	-3
O=C(CSc1ccc(-c2cccnc2)nn1)N1CCCC1	-2	-2	96	98	1	97	3	96	98	96	0
CCc1cc[n+](C2=C([O-])c3ccccc3C(=O)/C2=N\S(=O)(=O)c2cccs2)cc1	-1	2	98	89	0	93	-1	90	92	92	0
CC(=O)Nc1cccc(C(=O)N2CCN(Cc3ccccc3)CC2)c1	0	0	99	97	0	96	-3	93	97	97	-3
COc1cccc(CNC(=S)Nc2cc(C)ccc2C)c1	-4	-6	95	98	-5	97	-2	100	99	96	-1
O=C(Cc1ccccc1)NC(NNc1ccccc1)(C(F)(F)F)C(F)(F)F	-4	-6	99	104	-3	102	-6	104	105	106	-2
NC(=O)COC(=O)CC1CC2CCC1C2 (stereo not given)	-3	-2	94	96	0	97	0	97	94	96	0
CC(C)OC(=O)CCC(=O)Nc1nc2ccccc2s1	-1	-1	103	106	1	102	0	103	104	104	1
O=C(CSc1nnc(-c2ccc([N+](=O)[O-])cc2)o1)Nc1ccccn1	-5	1	92	96	2	95	0	97	97	96	-1
COc1ccc(NC(=S)NCCc2ccc(S(N)(=O)=O)cc2)c(OC)c1	-13	0	106	102	-2	98	-4	100	101	100	-1
COC(=O)c1cn(NC(=O)c2cc([N+](=O)[O-])ccc2F)c(=O)c2ccccc12	-8	-4	92	95	-2	93	-5	95	97	96	-4
CN(C)c1ccc(C(=O)OCC(=O)NCC2CCCO2)cc1 (stereo not given)	-1	-1	98	100	0	98	-3	101	106	100	-3
O=C(NC1CCCCC1)C1CC(=O)N(c2cccc([N+](=O)[O-])c2)C1 (stereo not given)	-6	-5	100	99	0	95	-1	99	100	99	-6
OCc1nnc2c3ccccc3c(-c3ccccc3)nn12	3	-5	95	93	-5	94	-7	95	93	94	0
O=C(Nc1cccc(C(=O)O)c1)/C(=C\c1ccc2c(c1)OCO2)NC(=O)c1ccc(Br)o1	5	4	96	100	2	97	-2	98	101	97	3
Nc1[nH]n2c(=O)c3c(nc2c1N=Nc1ccc(Cl)cc1)CCCC3	2	-13	89	81	3	84	6	86	74*	86	8
N#CC1=C(N)N(c2ncn[nH]2)C2=C(C(=O)CCC2)C1c1ccccc1 (stereo not given)	-9	-8	?	?	-1	?	-1	?	?	?	-2
CCN(CC)c1ccc(NC(=O)/C=C/c2cc(Br)ccc2OC)cc1	-9	-4	93	93	-4	95	-6	100	93	95	2
C#CCOC(=O)CCCC(=O)Nc1ccccc1OC	3	0	98	98	1	97	-1	100	98	100	-1
Cc1cc(NC(=O)CN(C)CCOc2ccccc2)ccc1Br	-1	-4	95	96	-1	92	0	92	93	93	-1
Cc1ccc(-c2nc3ncccc3o2)cc1NC(=S)NC(=O)c1ccco1	-5	-2	102	97	-4	97	-7	95	97	97	-3
CCOc1ccc(C(C(=O)NC2CCCCC2)N(C(=O)c2ccco2)c2ccc(-n3cnnn3)c(C)c2)cc1 (stereo not given)	9	10	101	97	19	99	7	100	101	99	3
O=C(Nc1ccc2c(c1)OCO2)N1CCN(c2ncccn2)CC1	-7	-8	104	104	-7	100	-4	102	105	102	3
Further records follow:
SMILES	Bcl-B Bim block	Bim-Bfl-1	Rab7 wt modul	Rab2A wt mod	Bim-Bcl-2	Rac1 act GTP bind	Bcl-XL Bim block	Cdc42 wt GTP	Rac1 wt modul	HRas wt GTP bind	Bcl-W Bim block
Cc1ccc(C(=O)CC(C(=O)O)P(=O)(c2ccccc2)c2ccccc2)cc1 (stereo not given)	4	-4	?	?	0	?	0	?	?	?	2
CC(C)(C)CN1CCNC(=O)C1CC(=O)NC1Cc2ccccc2C1 (stereo not given)	-2	3	99	95	-1	91	0	91	90	93	1
O=C(c1ccc(Cn2c(=S)[nH]c3cc4c(cc3c2=O)OCO4)cc1)N1CCN(c2ncccn2)CC1	-11	-2	102	100	0	95	-1	95	99	96	-2
CC(NS(=O)(=O)c1ccc(OCC(=O)N2CCOCC2)cc1)c1ccccc1 (stereo not given)	-11	-22	95	98	-10	97	-7	101	105	99	-5
COC(=O)c1ccc(CSc2nc3ccc(Cl)cc3[nH]2)o1	4	2	97	99	4	99	0	102	100	100	-2
Cc1ccc2ccccc2c1Cn1c(-n2ccnc2)nc2c1c(=O)n(C)c(=O)n2C	0	-1	100	101	1	95	0	100	102	101	0
O=c1cc(N2CCCCC2)c(-c2ccccc2)nn1Cc1c(Cl)cccc1Cl	3	-8	98	99	-11	101	-3	100	102	100	0
Cc1ccc(S(=O)(=O)/N=C(/Nc2ccc3[nH]c(=O)[nH]c3c2)c2ccc(F)cc2)cc1	0	0	104	95	0	94	4	93	96	98	1
O=C(O)COc1ccc(-c2nccc(-c3ccccn3)n2)cc1	0	-2	93	93	0	93	-1	89	92	91	-1
COc1cc(C(=O)OC(C)CN2CCCC2)cc(OC)c1OC (stereo not given)	-14	-15	93	97	-11	95	-25	98	95	97	-2
O=C(C1CCCO1)N1CCN(C(=S)Nc2ccccc2C(F)(F)F)CC1 (stereo not given)	-5	-1	108	125*[activator]	-2	104	-6	108	109	117	-5
N=C1C(c2nc3ccccc3s2)=C(O)CN1Cc1ccccc1	83*	68*	95	98	85*	97	23	99	97	98	20
CCOC(=O)CSc1nc2c(c(=O)[nH]c(=O)n2C)n1CCCc1ccccc1	-8	-12	101	99	-7	103	-5	103	112	103	-1
COc1ccc(-c2noc(C3CCCN(C(=O)c4cccs4)C3)n2)cc1 (stereo not given)	-6	-12	101	101	-7	98	-1	99	104	99	2
COc1ccc(C(=O)NCCC2=CCCCC2)cc1OC	-3	-2	97	103	-1	99	0	107	105	105	-1
COc1ccc(NC(=O)[C@H](C)NC(N)=O)cc1S(=O)(=O)Nc1cc(C)ccc1Br	-2	-3	106	104	-1	95	-1	102	101	101	1
O=C(CN(Cc1ccco1)S(=O)(=O)c1ccccc1)N/N=C/c1ccccc1C(=O)O	0	-7	93	93	-2	95	-3	95	94	93	0
N#CCC(=O)N/N=C/c1ccc(Sc2nc3ccccc3s2)o1	-3	-8	95	95	-6	96	-2	98	96	98	2
COc1ccc(CN2CCCCC2C(=O)Nc2ccc(OC)c(OC)c2)cc1OC (stereo not given)	-7	-11	102	100	-4	98	-6	102	109	102	2
O=C(CC1Sc2ccccc2NC1=O)Nc1cccnc1 (stereo not given)	-4	-14	100	99	-5	101	-3	100	103	100	-4
CC/C(=N\Nc1ccc([N+](=O)[O-])cc1)c1ccccc1	-7	-1	105	99	2	97	-2	95	98	100	3
Cc1csc(N(C)C(=O)CSc2nnc(COc3cccc4ccccc34)o2)n1	-6	0	98	88	-4	90	-4	89	91	91	-3
CCOC(=O)N/N=C\c1ccc([N+](=O)[O-])s1	0	3	95	95	5	96	2	95	95	94	4
O/C(=C\c1nc2ccccc2nc1/C=C(\O)c1ccccc1)c1ccccc1	-35	8	108	117	18	100	17	111	109	104	6
CCC(C(=O)NC(C)CCc1ccccc1)n1nc(C)n2c(cc3occc32)c1=O (stereo not given)	-1	-2	103	100	0	99	-2	100	103	100	-1

Records above that bear a hit mark in Bim-Bfl-1:
SMILES	Bcl-B Bim block	Bim-Bfl-1	Rab7 wt modul	Rab2A wt mod	Bim-Bcl-2	Rac1 act GTP bind	Bcl-XL Bim block	Cdc42 wt GTP	Rac1 wt modul	HRas wt GTP bind	Bcl-W Bim block
N=C1C(c2nc3ccccc3s2)=C(O)CN1Cc1ccccc1	83*	68*	95	98	85*	97	23	99	97	98	20

New compounds follow.
SMILES	Bcl-B Bim block	Bim-Bfl-1	Rab7 wt modul	Rab2A wt mod	Bim-Bcl-2	Rac1 act GTP bind	Bcl-XL Bim block	Cdc42 wt GTP	Rac1 wt modul	HRas wt GTP bind	Bcl-W Bim block
CCN(CC)CCNC(=O)c1[nH]c2ccc(OCc3ccccc3)cc2c1C	-3	-5	101	97	-1	95	-3	99	96	98	-2
Cc1cccc(N2CCN(C(=O)c3ccc4nc(-c5ccco5)c(-c5ccco5)nc4c3)CC2C)c1 (stereo not given)	-1	5	92	94	0	92	1	96	93	96	1
COc1ccc([N+](=O)[O-])cc1NC(=O)C(C)OC(=O)C1c2ccccc2Oc2ccccc21 (stereo not given)	-8	-3	101	99	-5	97	-5	100	101	98	-3
C=CCn1c2ccccc2c2nnc(SCC(=O)Nc3cc(C)on3)nc21	-6	-10	101	98	-2	100	6	102	106	101	6
CC(=O)Nc1cccc(OCC(=O)NS(=O)(=O)c2ccc(C)cc2)c1	2	1	108	105	0	101	-2	104	104	105	2
N#Cc1ccc(Oc2nc(Nc3ccc(F)cc3)nc(N3CCCC3)n2)cc1	-1	-2	98	103	0	100	-1	101	101	104	-1
CCC(=O)N1Cc2ccccc2-c2ccccc2C1=O	-2	-8	101	101	-4	102	0	105	106	102	4
Cc1c(O)c(CN2CCCC2)cc2c3c(c(=O)oc12)CCC3	-7	-10	100	102	-6	101	1	105	105	104	2
Cc1cc(NC(=O)CCC(=O)N(c2cccnc2)C(C(=O)NC2CCCC2)c2ccccc2F)no1 (stereo not given)	-7	-6	98	102	0	100	-9	101	106	101	-8
COc1ccc(-c2c(C)c3ccc(OCC(C)=O)cc3oc2=O)cc1	-6	-7	102	98	-6	97	-2	97	99	99	-2
S=C(NCCc1cnc[nH]1)NC1CCCC1	-3	-7	102	100	-2	97	-3	96	100	101	-1
COc1ccc(-c2cc3ccccc3oc2=O)cc1NC(=O)c1ccc([N+](=O)[O-])o1	-1	-6	100	103	1	101	2	103	108	101	0
COC(=O)[C@H](CCSC)NC(=O)Nc1ccc(OC)c(Cl)c1	-4	-9	101	101	-4	101	-6	102	106	103	2
O=C1COCCOCCOCC(=O)NCCN1	-3	-5	99	103	-7	102	-5	101	101	101	-4
COc1ccc(-c2nn(-c3ccccc3F)cc2CNCCn2nc(C)cc2C)cc1	-3	-3	93	92	-4	91	-3	95	91	93	2
C=CCSc1nc2c(c(=N)n1CC=C)C1CCCC1S2 (stereo not given)	-4	-4	100	102	-3	98	-9	99	100	99	0
Cc1cc(C)c(C(N)=O)c(Cl)n1	2	1	96	97	-2	95	-2	98	99	97	0
CN(NC(=O)Nc1ccc(Cl)cc1)c1c(Cl)c(Cl)nn1C	-5	-7	106	99	-1	98	-3	97	97	100	0
O=C(Nc1ccncc1)C1CCCN(S(=O)(=O)c2cccc3cccnc23)C1 (stereo not given)	-7	-10	100	102	-4	104	-4	100	105	101	1
O=C(OCC(=O)N1CCN(C(=O)c2ccco2)CC1)c1ccccc1OCc1ccccc1	2	-1	102	103	0	102	0	103	102	103	-2
